Assay outcomes from PubChem.
Myeloid diff 2: myeloid differentiation induction; calls only at 10 µM; AID 624256; ER-HoxA9 myeloid progenitors, lysozyme-GFP differentiation, flow cytometry; 360,000 tested, 1% active;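 active means normalized GFP-positive differentiation at or above the plate's own cutoff, the solvent-only control mean plus 3 SD; inconclusive means no clear call, values can overlap the other calls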;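 further: cells exposed to compound for four days before flow analysis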
Dengue-2 NS5 capping: Dengue-2 NS5 methyltransferase inhibitors, primary screen, biochemical, confirmation dose response (AID 588689); Dengue-2 NS5 methyltransferase capping enzyme assay, biochemical; higher % means a stronger effect; inhibition, % at 25 µM; hits with a dose series show IC50 in µM; 340,000 tested, 0.3% active; in the data active means a potency from the dose series; inconclusive means inhibition above about 29% without an active follow-up result
Dengue-2 NS5 capping pilot replicate: second read-out of Dengue-2 NS5 capping, no call of its own (marks repeat the call); inhibition, %; measured here: pilot screen replicate inhibition
Myeloid diff 2 GFP+ MAC1+ %: recorded beside Myeloid diff 2, whose call it bears; GFP+ MAC1+ double positive, %; measured here: differentiation confirmed by MAC1 staining
* marks the source's active call; other numbers are inactive results; i = inactive; ? = inconclusive; · = not tested or not shown; + = active, no number.

SMILES	Myeloid diff 2	Myeloid diff 2 GFP+ MAC1+ %	Dengue-2 NS5 capping	others
CCC1CCc2sc(C(=O)N(C)CC(=O)Nc3cccc(OC)c3)cc2C1 (stereo unspecified)	i	0.6	-12%
COc1ccccc1N1CCN(C(=O)CCCCCn2c(=S)[nH]c3cc4c(cc3c2=O)OCO4)CC1	i	1.5	-1%
Cc1ccc(S(=O)(=O)N(C)c2ccc(OC(=O)c3cccs3)cc2)cc1	i	1.3	-2%
CC#CCOCC1CNC(=O)O1 (stereo unspecified)	i	0.5	7%
COc1cc2oc(=O)ccc2cc1-c1c(OC)ccc2ccc(=O)oc12	i	3.9	-5%
CCN(CC(=O)NCc1ccc(Cl)cc1)C(=O)CSc1cccc(C(F)(F)F)c1	i	0.8	1%
CCN1C(=O)[C@H]2[C@@H](c3ccc(-c4ccc(OC)cc4)c(OC)c3)N[C@@](CC(C)C)(C(=O)OC)[C@H]2C1=O	i	1.7	0%
N#CC(=C1C=C(Br)C(=NO)C=C1Cl)c1cccc2ccccc12	i	2.3	24%
COc1ccc(NC(=O)CSCC(=O)N(C)Cc2c(F)cccc2Cl)cc1	i	1.0	-4%
O=C(NC(=S)Nc1cccc(O)c1)c1cncc(Br)c1	i	0.4	9%
Cc1ccc(S(=O)(=O)N2C[C@H]3C(=O)C[C@@H](c4ccc(Cl)cc4)N(S(=O)(=O)c4ccccc4C)[C@H]3C[C@H]2c2ccc(Cl)cc2)cc1	i	0.8	0%
O=C(O)c1ccc(NC2(C(=O)O)CCCC2)cc1	i	0.8	12%
COc1ccc(/[N+]([O-])=C/c2ccoc2)cc1	i	1.5	6%
COC(=O)[C@H](Cc1c[nH]c2ccccc12)NCc1cccc(B(O)O)c1	i	0.6	-5%
Cc1ccc(C(=O)OCC(=O)NC(=O)NCc2ccccc2)cc1C	i	0.6	4%
COc1ccc(N2CCN(C(=O)c3ccc4c(c3)NC(=O)C(CSCc3ccccc3F)N4)CC2)cc1 (stereo unspecified)	i	8.1	21%
N#CC1(NC(=O)COC(=O)c2cc([N+](=O)[O-])ccc2N2CCOCC2)CCCCC1	i	0.7	-5%
CCOc1ccc(NC(=O)COC(=O)c2ccc3c(c2)OCCO3)cc1	i	1.1	4%
Cc1cc(NC(=O)C(C)SCC(=O)Nc2ccccc2N2CCCCC2)no1 (stereo unspecified)	i	0.9	0%
O=C(NCCCn1ccnc1)c1ccc(COc2ccccc2)o1	i	0.8	-3%
O=C1N(c2ccccc2C(F)(F)F)O[C@@]1(c1ccccc1)C1CCCCC1	i	0.3	-10%
CN1C(c2ccccc2)=NO[C@]1(C)c1ccccc1	i	0.4	-3%
CCOC(=O)O[C@]1(C(=O)COC(=O)CC)CC[C@H]2[C@@H]3CCC4=CC(=O)C=C[C@]4(C)[C@H]3[C@@H](O)C[C@@]21C	i	17	-2%
Cc1ccc(C(C)NC(=O)c2cccs2)cc1C (stereo unspecified)	i	1.0	0%
CCN(CC)C(=O)C1=C(C)N(Cc2ccc(C(C)(C)C)cc2)C(=O)C(CC(=O)NCc2cccs2)C1 (stereo unspecified)	i	1.1	-3%
Cc1sc2ncnc(SCC(=O)Nc3cccc(S(N)(=O)=O)c3)c2c1C	i	0.5	2%
Cc1c(Cl)cccc1NC(=O)CNC(=O)C1CC(=O)N(C2CCCC2)C1 (stereo unspecified)	i	0.5	-4%
O=C(NN=Cc1ccccc1)c1ccccc1	i	1.1	-5%
CC1CCCCC12NC(=O)N(CC(=O)N1CCN(S(=O)(=O)Cc3ccccc3)CC1)C2=O (stereo unspecified)	i	0.3	8%
CC(Oc1cccnc1[N+](=O)[O-])C(=O)Nc1cccc(Cl)c1 (stereo unspecified)	i	1.1	-2%
Cc1ccc(S(=O)(=O)N2C[C@H]3C(=O)C[C@@H](c4cccc(Cl)c4)N(S(=O)(=O)c4ccc(C)cc4)[C@H]3C[C@H]2c2cccc(Cl)c2)cc1	i	2.3	-1%
COc1ccc(S(=O)(=O)N2CCC(C(=O)Nc3cc(Cl)ccc3N3CCOCC3)CC2)cc1OC	i	0.8	2%
CC(=O)Nc1cc2c(cc1Cl)Cc1cc(Cl)ccc1-2	i	1.0	-4%
C#CCOCCOCCOCCNc1nc(N2CCN(C(=O)CCCCCCCCCCNC(=O)[C@H]([C@@H](C)CC)n3cc(CCCCN=C(N)N)nn3)CC2)nc(N2CCN(C(=O)CCCCCCCCCCNC(=O)[C@@H]([C@H](C)O)n3cc(C)nn3)CC2)n1	i	1.0	-7%
O=C(NC1CCN(Cc2ccccc2)CC1)c1cn(-c2ccccc2)nc1-c1cccnc1	i	0.5	-6%
COc1ccc(C(=O)COC(=O)Cn2cnc3ccccc3c2=O)c(OC)c1	i	0.6	-1%
Cc1cc(NC(=O)CSc2nc(=O)n(CCCN(C)C)c3c2CCCC3)no1	i	0.9	-1%
COc1ccc(S(=O)(=O)N2CCCC2CNC(=O)C(=O)NC2CCCC2)cc1 (stereo unspecified)	i	0.9	1%
COc1cccc(NC(=O)C(=O)NCCC2CCCCN2S(=O)(=O)c2ccccc2)c1 (stereo unspecified)	i	0.5	0%
O=C(Nc1ccncc1)c1cc(S(=O)(=O)N2CCCCC2)ccc1Cl	i	1.1	-1%
COc1ccc(C(=O)NCC2CCCN2S(=O)(=O)c2cccs2)cc1OC (stereo unspecified)	i	0.8	0%
COc1ccc(C(=O)c2c(-c3ccc(OC)cc3)oc3ccc(-c4ccc(OC)nc4)cc23)cc1	i	1.1	10%
COc1cc(OCc2ccccc2)c(OC)c(OCc2ccccc2)c1	i	0.6	9%
COc1ccccc1N1CCN(C(=O)[C@H](C)NS(=O)(=O)c2ccc3c(c2)OCCCO3)CC1	i	0.9	-2%
COc1ccc(C(=O)OCCN2C(=O)c3ccccc3C2=O)cc1OC	i	0.9	-8%
CCOc1ccccc1C(=O)NCC(=O)NNC(=O)c1csc(N2CCOCC2)n1	i	0.7	0%
COc1ccccc1NS(=O)(=O)c1cc(NC(=O)c2ccc(NC(C)=O)cc2)ccc1N1CCOCC1	i	0.9	4%
COc1ccc(C2=NN(C(=O)COC(=O)c3ccc(NC(=O)CC#N)cc3)C(c3ccco3)C2)cc1 (stereo unspecified)	+	16*	-53%
CCCCn1c(N)c(N(CC(C)C)C(=O)C2=NN(c3cc(C)ccc3C)C(=O)CC2)c(=O)[nH]c1=O	i	0.6	-8%
O=C(COC(=O)/C=C/c1ccc([N+](=O)[O-])cc1)NCc1cccs1	i	1.0	4%
N#Cc1ncn(C2OC(CO)C(O)C2O)c1N (stereo unspecified)	i	1.3	-1%
COCCN(C(=O)COC(=O)CNC(=O)c1cccs1)c1c(N)n(Cc2ccccc2)c(=O)[nH]c1=O	i	0.6	10%
Cc1ccc(S(=O)(=O)Nc2ccccc2N=Cc2ccc([N+](=O)[O-])cc2[N+](=O)[O-])cc1	i	1.3	2%
Cc1noc(C)c1COc1ccccc1C(=O)N(C)Cc1ccc(F)cc1	i	0.5	-6%
Cc1ccc(C(=O)OCC(=O)N(C)C2CCS(=O)(=O)C2)cc1S(=O)(=O)N1CCOCC1 (stereo unspecified)	i	1.2	-1%
Cc1csc(NC(=O)Cc2ccc(Cl)cc2)n1	i	0.4	-5%
COc1ccc([C@H]2CC(=O)C=C(c3ccc(OC)c(F)c3)C2)cc1	i	1.6	-2%
O=C(O)/C(=C\c1cccc(C(F)(F)F)c1)c1ccc(S(=O)(=O)N2CCCC2)s1	?	·	-4%
CCOC(=O)CC1=NN(c2ccccc2)C(=O)C1=c1sc(=C2SC(C)=C(C)N2CC)c(=O)n1CC	i	0.1	-10%
Cc1ccc(NC(=O)COC(=O)Cc2c[nH]c3ccccc23)cc1F	i	0.8	-5%

The list goes on.
SMILES	Myeloid diff 2	Myeloid diff 2 GFP+ MAC1+ %	Dengue-2 NS5 capping	others
COc1cc(NC(C)CCCN)c2ncccc2c1 (stereo unspecified)	i	0.9	5%
CC(OC(=O)C1=Cc2ccccc2OC1)C(=O)NCC1CCCO1 (stereo unspecified)	i	0.5	7%
CC(C)[C@H]1COCCS(=O)(=O)N1Cc1ccccc1-c1ccc(C(C)(C)C)cc1	i	1.0	-2%	Dengue-2 NS5 capping pilot replicate=5.4
C[C@@H]1CN([C@@H](C)CO)C(=O)CCCn2cc(nn2)CO[C@H]1CN(C)S(=O)(=O)c1cccs1	i	0.9	-2%
CCOc1ccc(NC(=O)CN(C)C(=O)C2CC(=O)N(c3ccc4c(c3)OCCO4)C2)cc1OCC (stereo unspecified)	i	0.9	5%
Cc1ccc(-n2ncc3c(=O)n(-c4cccc(C)c4)c(=O)[nH]c32)cc1	i	0.3	3%
C[C@@H]1CCCCO[C@@H](CN(C)C(=O)Cc2ccccc2)[C@@H](C)CN([C@H](C)CO)C(=O)c2cc(NC(=O)C3CCCCC3)ccc2O1	i	0.7	-1%
COc1ccc(CN(C)C(=O)c2ccc(NS(=O)(=O)c3ccc4[nH]c(=O)[nH]c4c3)cc2)c(OC)c1OC	i	0.2	1%
Cc1cc(NC(=O)CSCC(=O)N2CCN(c3ccccc3)CC2)no1	i	1.8	-7%
COC1=CC(=O)C(C2CC(=O)c3c(O)cc(O)cc3O2)=CC1=O (stereo unspecified)	i	1.0	9.2µM*
CN(C)c1ccccc1-c1csc(N2CCC(C(N)=O)CC2)n1	i	1.6	4%
O=C(CC1CCCC1)Nc1cc(C(F)(F)F)ccc1-n1cncn1	i	2.0	-1%
CCOC(=O)CN(C(=O)COC(=O)C1(c2ccccc2)CC1)c1ccc(F)cc1	i	0.8	-1%
C=CCN1C=CC(=O)[C@@H](OC(=O)Nc2ccc(Br)cc2)[C@H]1c1ccccc1Br	i	3.0	1%	Dengue-2 NS5 capping pilot replicate=2.8
CN(C)c1ccc(Cc2ccc(N(C)C)cc2)cc1	i	1.8	4%
COc1ccc(S(=O)(=O)N(C)[C@H]2C[C@H]3c4cc(Oc5ccccc5C)ccc4CCN3C(=O)[C@H]2[C@H](C)O)cc1	i	1.6	-3%
C[C@@H]1CN([C@@H](C)CO)C(=O)CCCn2nncc2CO[C@H]1CN(C)C(=O)Nc1ccccc1C(F)(F)F	i	0.5	3%
NC(=O)NC(=O)C(c1ccccc1)N1CCN(S(=O)(=O)c2ccc(Br)s2)CC1 (stereo unspecified)	i	0.5	5%
O=C(Nc1ccn(CCCNCc2ccc3[nH]ccc3c2)c(=O)n1)OCc1ccccc1	i	0.5	-3%	Dengue-2 NS5 capping pilot replicate=-3.7
COC(=O)c1ccc(N2CCN(CC(=O)c3ccc(C)cc3)CC2)c([N+](=O)[O-])c1	i	0.4	-2%

Part of the list above in order of formula weight, high to low.
SMILES	Myeloid diff 2	Myeloid diff 2 GFP+ MAC1+ %	Dengue-2 NS5 capping	others
C[C@@H]1CCCCO[C@@H](CN(C)C(=O)Cc2ccccc2)[C@@H](C)CN([C@H](C)CO)C(=O)c2cc(NC(=O)C3CCCCC3)ccc2O1	i	0.7	-1%
COc1ccc(S(=O)(=O)N(C)[C@H]2C[C@H]3c4cc(Oc5ccccc5C)ccc4CCN3C(=O)[C@H]2[C@H](C)O)cc1	i	1.6	-3%
COc1ccc(CN(C)C(=O)c2ccc(NS(=O)(=O)c3ccc4[nH]c(=O)[nH]c4c3)cc2)c(OC)c1OC	i	0.2	1%
C=CCN1C=CC(=O)[C@@H](OC(=O)Nc2ccc(Br)cc2)[C@H]1c1ccccc1Br	i	3.0	1%	Dengue-2 NS5 capping pilot replicate=2.8
C[C@@H]1CN([C@@H](C)CO)C(=O)CCCn2cc(nn2)CO[C@H]1CN(C)S(=O)(=O)c1cccs1	i	0.9	-2%
CC(C)[C@H]1COCCS(=O)(=O)N1Cc1ccccc1-c1ccc(C(C)(C)C)cc1	i	1.0	-2%	Dengue-2 NS5 capping pilot replicate=5.4
COC(=O)c1ccc(N2CCN(CC(=O)c3ccc(C)cc3)CC2)c([N+](=O)[O-])c1	i	0.4	-2%
O=C(CC1CCCC1)Nc1cc(C(F)(F)F)ccc1-n1cncn1	i	2.0	-1%
Cc1ccc(-n2ncc3c(=O)n(-c4cccc(C)c4)c(=O)[nH]c32)cc1	i	0.3	3%
CC(OC(=O)C1=Cc2ccccc2OC1)C(=O)NCC1CCCO1 (stereo unspecified)	i	0.5	7%
CN(C)c1ccccc1-c1csc(N2CCC(C(N)=O)CC2)n1	i	1.6	4%
COC1=CC(=O)C(C2CC(=O)c3c(O)cc(O)cc3O2)=CC1=O (stereo unspecified)	i	1.0	9.2µM*
COc1cc(NC(C)CCCN)c2ncccc2c1 (stereo unspecified)	i	0.9	5%
CN(C)c1ccc(Cc2ccc(N(C)C)cc2)cc1	i	1.8	4%

The list continues:
SMILES	Myeloid diff 2	Myeloid diff 2 GFP+ MAC1+ %	Dengue-2 NS5 capping	others
CC(OC(=O)CN1C(=O)c2ccccc2C1=O)C(=O)NC1(C#N)CCCCC1 (stereo unspecified)	i	1.1	-4%
Cc1ccc(C)c(NC(=O)CN(C)C(=O)c2cccc(Oc3ccccc3)c2)c1	i	1.2	-5%
CN(c1ccc(F)cc1)S(=O)(=O)c1ccc(Cl)c(C(=O)NCc2ccco2)c1	+	22*	0%
CC(=O)C1CCC2C3CC(O)C4=CC(=O)CCC4(C)C3C(=O)CC12C (stereo unspecified)	+	33*	3%
Cc1ccc(S(=O)(=O)N(Cc2ccccc2F)C(=O)N2CCN(C)CC2)cc1	i	0.9	-1%
CC(C)(C)OC(=O)N1CCC2(CC1)Oc1ccc(Cl)cc1C(=O)C21CC(c2ccc(Cl)cc2)=NO1 (stereo unspecified)	i	2.0	1%
C=CCNC(=O)c1c(CS(=O)(=O)c2ccccc2)noc1C(=O)NCc1ccccc1	i	0.4	-6%
COC(=O)c1cc(Br)ccc1NC(=O)CSCc1c(C)noc1C	i	1.0	-4%

Some of the compounds tested. The share of hits here may be higher or lower than overall.
